# Source: PubChem BioAssay
# TRPC4 inh: inhibitors of mouse TRPC4 channel | HEK293 TRPC4beta/mu-opioid, DAMGO-evoked Fluo4 calcium flux; active compounds read low | Q9QUQ5 | 300,000 tested, 0.39% active | B-score at 10 µM;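 active = B-score over 3 SD under the library average, no early fluorescence shift, positive overall ratio signal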
#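 Assay system: HEK293 cells with stable TRPC4beta plus mu-opioid receptor expression. Dosing: single dose. Measured by: Fluo4 Ca2+ flux fluorescence. Also added: DAMGO in two steps, submaximal then maximal. Read-out: B score from integrated Fluo4 fluorescence ratio.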
# RGS4 block: human RGS4 inhibition. P49798. HEK293 M3R/RGS4 inducible, Fluo-4 calcium flux; active compounds read high; triggered by carbachol at its EC20. B-score at 10 µM. 310,000 tested, 0.45% active. AID 463165;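 active = B-score, a plate-corrected calcium signal, over three deviations above library mean, with baseline fluorescence within five deviations of library mean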;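 note: RGS4 expression induced by doxycycline in cells with stable M3 receptor; B-score is computed from the integrated fluorescence ratio over baseline after carbachol; higher B-score means a larger calcium signal and so more RGS4 inhibition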
# Target sequence (P49798 whole entry, looked up): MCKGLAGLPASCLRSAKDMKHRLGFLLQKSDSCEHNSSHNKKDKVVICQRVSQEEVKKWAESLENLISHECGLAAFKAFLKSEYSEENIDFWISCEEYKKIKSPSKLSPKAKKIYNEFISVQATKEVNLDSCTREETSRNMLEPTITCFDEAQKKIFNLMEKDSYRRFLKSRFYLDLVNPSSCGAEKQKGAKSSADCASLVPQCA
# MrgX1 agonist: activates human MrgX1 receptor signaling; 310,000 tested, 0.44% active; B-score at 10 µM; Q96LB2; MrgX1-HEK293 cells, Fluo-4 calcium fluorescence, agonist mode; active compounds read high; AID 588627;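 active = calcium response B-score plate-corrected fluorescence ratio at least 3 library SD, with starting fluorescence B-score inside 5 SD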
#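 Test system: HEK293 cells stably expressing human MrgX1 receptor; amount: 15,000 cells per well; doses: compound delivered in addition one of three; times: overnight plating before 1 h dye loading; detection: Fluo-4 NW calcium-flux fluorescence, kinetic read; read-out basis: B-scored fluorescence response ratio; controls: positive and negative controls per plate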
# HIF activator: HIF pathway transcriptional activation | U2OS HRE-luciferase reporter, luminescence; normalized: DMSO 0%, desferrioxamine 100% | activation, % at 7.5 µM (by protocol) | 300,000 tested, 0.32% active | AID 1910;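 active = mean activation of at least 10% of the iron chelator positive control signal, with at least half of replicates also reaching 10%; inconclusive = mean and replicate majority disagree about reaching 10%; inactive = mean and most replicates under 10%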
# RGS4 pot: RGS4 potentiation or activation. AID 463111. 310,000 tested, 0.92% active. B-score at 10 µM. HEK293 M3R/inducible RGS4, carbachol calcium flux Fluo4; active compounds read low;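 active = B-score of the integrated calcium signal more than 4 SD below the library mean, with starting fluorescence not abnormally high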;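 note: negative B-score means reduced calcium response which marks RGS4 activation or potentiation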
#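 System: HEK293 FlpIn-TREx cells, stable M3R, doxycycline-inducible RGS4. Timing: overnight RGS4 induction, 30 min dye load 37 °C, 20 min compound RT. Also added: carbachol, ECmax concentration. Measured by: Fluo4 fluorescence kinetic imaging of calcium. Evaluation: integrated calcium ratio converted to B score.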
# TRPC6 inhibitor: mouse TRPC6 channel inhibition | Q61143 | HEK293-TRPC6, membrane potential dye, ACh-evoked depolarization; active compounds read low | B-score at 10 µM | 310,000 tested, 1.1% active | AID 2553;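 active = B-score under library mean minus 3 SD, initial fluorescence not abnormally high, positive integrated signal ratio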;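 note: B-score derived from integrated fluorescence ratio over the kinetic read; more negative B-score means stronger inhibition of depolarization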
# Target sequence (Q61143 whole entry, looked up): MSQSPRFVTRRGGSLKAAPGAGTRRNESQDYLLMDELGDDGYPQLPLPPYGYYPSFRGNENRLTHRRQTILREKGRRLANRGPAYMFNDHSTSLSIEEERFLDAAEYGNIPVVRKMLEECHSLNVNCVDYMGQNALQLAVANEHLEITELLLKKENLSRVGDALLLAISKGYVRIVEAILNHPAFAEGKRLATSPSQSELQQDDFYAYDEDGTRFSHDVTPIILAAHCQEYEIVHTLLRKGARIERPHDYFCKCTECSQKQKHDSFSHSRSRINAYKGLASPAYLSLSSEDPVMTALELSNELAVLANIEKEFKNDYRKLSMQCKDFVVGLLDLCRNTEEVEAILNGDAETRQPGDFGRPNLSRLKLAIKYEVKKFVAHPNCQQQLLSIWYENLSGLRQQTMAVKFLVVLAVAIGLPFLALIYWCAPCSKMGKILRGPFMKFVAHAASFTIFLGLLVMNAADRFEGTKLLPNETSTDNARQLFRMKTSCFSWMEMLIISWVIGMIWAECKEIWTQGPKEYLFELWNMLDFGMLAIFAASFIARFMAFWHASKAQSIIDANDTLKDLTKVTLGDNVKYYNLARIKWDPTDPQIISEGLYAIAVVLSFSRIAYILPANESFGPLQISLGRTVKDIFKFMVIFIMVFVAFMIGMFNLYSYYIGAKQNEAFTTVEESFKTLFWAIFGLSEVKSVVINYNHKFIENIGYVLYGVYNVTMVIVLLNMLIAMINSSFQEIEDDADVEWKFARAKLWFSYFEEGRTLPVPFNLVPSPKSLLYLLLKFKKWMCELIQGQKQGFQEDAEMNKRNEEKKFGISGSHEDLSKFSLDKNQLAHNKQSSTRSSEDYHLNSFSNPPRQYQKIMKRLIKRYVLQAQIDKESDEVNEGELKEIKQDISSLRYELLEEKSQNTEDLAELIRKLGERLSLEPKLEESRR
# MrgX1 antag: human MrgX1 receptor antagonism, primary screen; Q96LB2; MRGX1-HEK293 calcium flux, Fluo-4, BAM8-22 antagonism; active compounds read low; B-score at 10 µM; 310,000 tested, 1.3% active; AID 588676;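 active = calcium-response B-score plate-corrected more than 3 library SD below zero, starting fluorescence within 5 deviations, no agonist response on first addition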;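 note: peak minus trough fluorescence over baseline after final BAM8-22 challenge near maximal dose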
# SKKanGAS inh: inhibitors of SKKanGAS S. pyogenes growth in kanamycin (SK-promoter or general growth effect); BacTiter-Glo, 6 h; inhibition, % at 7.5 µM; 300,000 tested, 1.3% active;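 active = mean replicate score, as percent of positive control median, at least 50; inconclusive = mean below 50 but one replicate at or above 50; inactive = mean and every replicate below 50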;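 note: strain carries kanamycin resistance gene driven by streptokinase promoter and grows in 40 µg/ml kanamycin; loss of luminescence reflects streptokinase promoter inhibition or plain growth inhibition; 0% = median of DMSO wells and 100% = positive control at its reference dose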
# MrgX1 allo act: human MrgX1 positive allosteric modulation, primary screen; AID 588675; 310,000 tested, 0.63% active; MrgX1-HEK293, Fluo-4 calcium flux, FDSS; active compounds read high; B-score at 10 µM; Q96LB2;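 active = plate-corrected calcium response at least 3 library SD above typical, normal starting fluorescence, not activating the receptor alone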;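 note: compound read alongside a low EC10 to EC30 dose of BAM8-22 agonist; peak minus trough fluorescence over baseline measured at the second addition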
# Platelet DG rel: modulates dense granule release in human platelets; human platelet-rich plasma, SFLLRN dense granule ATP release, luminescence; inhibition, %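 (compounds screened at 7.5 µM in platelet-rich plasma)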; 300,000 tested, 0.22% active; AID 1663;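 active = mean replicate score, as percent of positive control, at or above 50; inconclusive = mean below 50 but at least one replicate at or above 50; inactive = mean and every replicate below 50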
# TRPC6 act: activates the mouse TRPC6 cation channel. Q61143. HEK293-TRPC6 membrane potential dye fluorescence; active compounds read high. B-score at 10 µM. 310,000 tested, 0.13% active. AID 2550;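 active = B-score of the integrated fluorescence ratio above library mean plus 3 SD, and starting fluorescence ratio within library mean plus 5 SD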;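 note: higher score means more depolarization so channel activation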
# Numbers without * were called inactive; i = inactive; ? = inconclusive; nt = no result given; & = joins results of further samples.
# Fields – TRPC4 inh, RGS4 block, MrgX1 agonist, HIF activator, RGS4 pot, TRPC6 inhibitor, MrgX1 antag, SKKanGAS inh, MrgX1 allo act, Platelet DG rel, TRPC6 act
1: COc1ccc(S(=O)(=O)N2CCCCCC2)cc1C(=O)OCc1cccc(OC)c1OC
  i, i, i, -0.1, i, i, i, -2, i, -9, i
2: COc1ccccc1N(CC(=O)Nc1ccc(F)c(F)c1)S(C)(=O)=O
  i, i, i, 0.3, i, i, i, 5, i, -3, i
3: CCCCOc1ccc(C(=O)NCc2ccco2)cc1
  i, i, i, 1.1, i, i, i, -8, i, -3, i
4: Cn1c(SCC(=O)NCC2CCCO2)ncc(C(=O)Nc2ccc(Cl)cc2)c1=O (centres undefined)
  i, i, i, 2.0, i, i, i, 18, i, 10, i
5: Cc1ccc(C(C(=O)NC(C)(C)C)N(Cc2cccs2)C(=O)c2csnn2)cc1 (centres undefined)
  i, i, i, -0.8, i, i, i, -6, i, -2, i
6: COc1ccc2nc3sc(C(=O)NCCCN4CCc5ccccc5C4)cc3cc2c1
  i, i, i, 2.4, -8.2*, i, i, 7, i, -6, i
7: O=C(CN1CCN(c2ccccc2)CC1)Nc1nccs1
  nt, nt, i, 0.2, nt, nt, i, 6, i, 6, nt
8: CC1=Nc2ccc(C)cc2/C1=C/c1c(N)n2oc(C)cc2nc1=O
  i, i, i, -0.8&0.4, i, i, i, 14&-4, i, -5&1, i
9: COc1ccc(S(=O)(=O)NC(C)C(=O)NCc2ccc3c(c2)OCO3)cc1OC (centres undefined)
  i, i, i, -18, i, i, i, -2, i, 1, i
10: CCOc1ccc(CCNC(=O)COC(=O)c2cc(OC)c(OC)c(OC)c2)cc1OCC
  i, i, i, -0.4, i, i, i, -5, i, -2, i
11: COc1ccc(S(=O)(=O)NCC2CCC(C(=O)NCC(OC)OC)CC2)cc1 (centres undefined)
  i, i, i, -0.6, i, i, i, -4, i, 4, i
12: COC(=O)c1ccccc1NC(=O)C/C(C)=N/NC(=O)CC#N
  i, i, i, -1.0, i, i, i, -1, i, -2, i
13: CC(NC(=O)c1ccccc1)c1nnc(SCC(=O)NC2CCCC2)n1C (centres undefined)
  i, i, i, -0.2, i, i, i, 0, i, -2, i
14: CCC(c1nnnn1Cc1ccccc1)N1CCN(c2ccc(OC)cc2)CC1 (centres undefined)
  i, i, i, -1.3, i, i, i, 0, i, 2, i
15: COc1cc2c(cc1OC)-c1cc(Nc3ccc(C)cc3)nc(=O)n1CC2
  i, i, i, -11, i, i, i, 4, i, 113*, i
16: CCOC(=O)c1sc2c(c1C)c(=O)c(C(=O)OCC)cn2CC
  i, i, i, -0.2, i, i, i, 2, i, 6, i
17: O=C(O)c1ccccc1NC(=O)C1C2C=CC(C2)C1C(=O)O (centres undefined)
  i, i, i, 0.3, i, i, i, 6, i, -4, i
18: CC1CN(C(=O)C(C)Sc2nnnn2C)CC(C)O1 (centres undefined)
  i, i, i, -0.1, i, i, i, -5, i, -5, i
19: Cc1c(OCC(=O)NCCCN2CCCC2=O)ccc2c3c(c(=O)oc12)CCCC3
  i, i, i, 0.3, i, i, i, -2, i, 17, i
20: CCOc1ccc(NC(=O)N2CCC(n3nnc4ccccc43)CC2)cc1
  i, i, i, -0.1, i, i, i, 6, i, 4, i
21: CC1(C)OC(C(=O)NC2CCCCC2)C(C(=O)NC2CCCCC2)O1 (centres undefined)
  i, i, i, -0.3, i, i, i, -1, i, -9, i
22: CCCC1(C(=O)OCC)NC(c2ccc(OC)cc2OC)C2C(=O)N(c3ccc4c(c3)OCCO4)C(=O)C21 (centres undefined)
  i, i, i, 0.5, i, i, i, -6, i, 16, i
23: O=C(Oc1cccc2cccnc12)c1ccc(N2C(=O)C3C4CCC(C4)C3C2=O)cc1 (centres undefined)
  i, i, i, 0.1, i, i, i, 3, i, -9, i
24: O=C(NC1CCCCC1)C1Cc2ccccc2CN1S(=O)(=O)c1ccc(F)cc1 (centres undefined)
  i, i, i, nt, i, i, i, -6, i, -2, i
25: CCCc1c(C)nc(N2CCN(c3ccc(F)cc3)CC2)[nH]c1=O
  i, i, i, -2.1, i, i, i, -4, i, -7, i
26: Cc1ccc2nc(-c3ccc(S(=O)(=O)N4CCOCC4)cc3)cn2c1
  i, i, nt, 4.2, i, i, nt, -8, nt, -8, i
27: COc1ccc2oc(-c3ccc(C)c(NC(=O)CSc4ccc(Cl)cc4)c3)nc2c1
  i, i, i, 2.7, i, i, i, 6, i, 0, i
28: O=c1cc(NC2CCCCC2)[nH]c(=O)[nH]1
  i, i, i, -0.1, i, i, i, 2, i, -3, i
29: COc1ccc(CCNC(=O)CS(=O)(=O)c2cn(CC(=O)N(C(C)C)C(C)C)c3ccccc23)cc1OC
  i, i, i, -0.1, i, i, i, 0, i, 0, i
30: O=C(CCS(=O)(=O)Cc1ccccc1)Nc1ccc2c(c1)OCCO2
  i, i, i, 0.0, i, i, i, 11, i, -8, i
31: O=C(CCC1CCCC1)NC1CCCCC1
  i, i, i, 0.9, i, i, i, 7, i, 8, i
32: Cc1nc(Cl)c(C(=O)Nc2cccc(F)c2)c(C)c1Cl
  i, i, i, 0.1, i, i, i, 4, i, 9, i
33: CCN(CC(=O)Nc1ccc(NC(C)=O)cc1)C(=O)c1cc(-c2ccccc2)nn1-c1ccccc1
  i, i, i, -0.1, i, i, i, 2, i, 14, i
34: CN(C)CC(=O)Nc1cc(C(F)(F)F)ccc1Cl
  i, i, i, -0.2, i, i, i, 4, i, -2, i
35: Cc1cccc(C(=O)Nc2nnc(SCC(=O)Nc3ccc4c(c3)oc3ccccc34)s2)c1
  i, i, i, -0.1, i, i, -11*, -14, i, 5, i
36: COc1ccc(OC)c(-c2csc(NC(=O)C3=NN(c4ccccc4)C(=O)CC3)n2)c1
  i, i, i, 0.2, i, i, i, 31, i, 16, i
37: COc1ccc(/C=C/C(=O)Nc2nc(C)cc(C)n2)cc1OC
  i, i, i, -1.0, i, i, i, -1, i, 8, i
38: CCc1ccccc1NC(=O)CC(NCc1ccccc1)C(=O)O (centres undefined)
  i, i, i, 0.1, i, i, i, 3, i, -3, i
39: c1ccc(Cn2nnnc2C(c2cccnc2)N2CCN(c3ccccc3)CC2)cc1 (centres undefined)
  i, i, i, -0.1, i, i, i, -1, i, 4, i
40: COc1cccc(C(=O)c2c(C)c(CCC#N)n3ccccc23)c1
  i, i, i, 0.1, i, i, i, 6, i, 0, i
41: COCCCN1C(=O)C(=O)/C(=C(/O)c2ccc(S(=O)(=O)N3CCOCC3)cc2)C1c1ccc(Cl)cc1 (centres undefined)
  i, i, i, -0.3, i, i, i, 8, i, -1, i
42: COc1ccc(NC(=O)C2CCCN2C(=O)Nc2ccc(OC)cc2)cc1 (centres undefined)
  i, i, nt, 0.9, i, i, nt, 9, nt, 6, i
43: CCN(CC(=O)Nc1c(F)cccc1F)C(=O)c1ccc(S(=O)(=O)NCc2ccco2)cc1
  i, i, i, -0.1, i, i, i, -3, i, 8, i
44: Cc1cc(C)c(OCC(=O)N(C)CC(=O)Nc2ccc(N3CCOCC3)cc2)c(C)c1
  i, i, i, 0.2, i, i, i, 8, i, -13, i
45: COc1ccc2nc(NC(=O)CSc3nnc(-c4ccoc4C)n3C)sc2c1
  i, i, i, 2.6, i, i, i, 7, i, -2, i
46: O=C(/C=C/c1ccccc1)NCCc1nc2ccccc2[nH]1
  i, i, i, ?, i, i, i, 1, i, -25, i
47: Cn1c(=O)c2c(nc(Oc3ccc4c(c3)OCO4)n2Cc2ccc(Br)cc2)n(C)c1=O
  i, i, i, 0.1, i, i, i, 1, i, -3, i
48: Cc1ccc(N2N=C(c3ccc(Br)cc3)CCC2=O)cc1
  i, i, i, 0.0, i, i, i, 2, i, -14, i
49: Cc1cc(=O)n2nc(N3CCC(C(=O)NCc4ccc(F)cc4)CC3)sc2n1
  i, i, i, -0.4, i, i, i, 21, i, -1, i
50: O=C(CN1CCN(S(=O)(=O)c2ccccc2)CC1)Nc1ccc(Cl)c([N+](=O)[O-])c1
  i, i, i, -0.1, i, i, i, -1, i, 10, i
51: COc1ccc(C)cc1NC(=O)COC(=O)c1ccc([N+](=O)[O-])o1
  i, i, i, 0.0, i, i, i, 5, i, -1, i
52: O=C(CCn1cccc1)NCCc1ccc(Cl)cc1
  i, i, i, 0.2, i, i, i, -7, i, -1, i
53: CCn1c(=O)n(CC)c2cc(N3CCCC3)c(NC(=O)c3c(F)cccc3F)cc21
  i, i, i, 0.2, i, i, i, 0, i, 10, i
54: CCC(C)NC(=O)N[C@@H](CCSC)C(=O)OC (some centres undefined)
  i, i, i, 0.0, i, i, i, -7, i, 32, i
55: Cc1nc2oc3c(NCC4CCCO4)ncnc3c2c2c1COC(C)(C)C2 (centres undefined)
  i, i, i, -1.6, i, i, i, -13, i, -1, i
56: CN(CC(=O)Nc1ccc(F)c(F)c1F)C(=O)CCc1nc2sc3c(c2c(=O)[nH]1)CCCC3
  i, i, i, 0.4, i, i, i, 1, i, 1, i
57: CCn1c(SCC(=O)NC2CCCCC2)nnc1-c1cccs1
  i, i, i, -0.3, i, i, i, -3, i, -2, i
58: CCN(CC)CCCC(C)NC(=O)c1cccc(S(=O)(=O)N2CCc3ccccc32)c1 (centres undefined)
  i, i, i, -0.3, i, i, i, 1, i, -6, i
59: O=C(Nc1ccc2c(c1)OCCO2)C1CCN(S(=O)(=O)c2cccs2)CC1
  i, i, i, -0.1, i, i, i, 13, i, 0, i
60: COc1ccc(NCC(=O)Nc2ccc(Cl)cc2C)c(OC)c1
  i, i, i, -1.1, i, i, i, 2, i, 10, i
61: CCc1ccc(C(C(=O)NC2CCCC2)N(C(=O)/C=C/C(=O)Nc2cc(C)on2)c2ccccc2C)cc1 (centres undefined)
  i, i, i, -0.4, i, i, i, 39, i, -2, i
62: Cn1c(Cn2cnc3ccccc32)nnc1SCc1ccccc1
  i, i, i, -0.8, i, i, i, 1, i, 4, i

# An unsorted share of the library. Share with any hit: about 6.1%.
